High-throughput results from PubChem.
GPR7 antag = human neuropeptides B/W receptor 1 antagonism; GPR7-expressing cells, fluorescence antagonist assay; inhibition, % at 4.4 µM; 1.1% of 290,000 active; in the data active = inhibition above about 16%, passing the limit was not always enough;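 note: cells stimulated with the agonist NPW; 0% = agonist with vehicle and 100% = vehicle without agonist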
Target sequence (P48145 whole entry, looked up): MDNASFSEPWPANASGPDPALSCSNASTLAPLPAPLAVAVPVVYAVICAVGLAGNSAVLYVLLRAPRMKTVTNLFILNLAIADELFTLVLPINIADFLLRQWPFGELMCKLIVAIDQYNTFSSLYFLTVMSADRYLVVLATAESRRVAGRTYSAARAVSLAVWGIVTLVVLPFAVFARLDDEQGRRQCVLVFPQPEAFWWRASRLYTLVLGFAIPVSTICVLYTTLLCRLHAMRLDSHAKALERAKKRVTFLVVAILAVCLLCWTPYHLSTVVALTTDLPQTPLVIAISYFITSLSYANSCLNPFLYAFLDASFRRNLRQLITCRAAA
OXTR ag = human OXTR agonism. P30559. CHO-OTR cells, Fluo-8 calcium fluorescence; normalized: DMSO 0%, oxytocin 100%. activation, % at 3 µM. 0.32% of 320,000 active. AID 2435;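 active = activation above the mean of all tested compounds plus 3 SD, cutoff set per screening run, cut at about 20% in these data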;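 note: peak over basal fluorescence ratio from a 100 s FLIPR kinetic read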
M18AAP inhibitor = blocks P. falciparum M18 aspartyl aminopeptidase. recombinant PfM18AAP, H-Glu-NHMec fluorogenic cleavage. inhibition, % at 7.35 µM. 1.2% of 290,000 active;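 active = inhibition above the campaign mean inhibition over all tested compounds plus 3 SD, cut at about 28% in these data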;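 note: 0% = plate median of test compound wells and 100% = 2 mM ZnCl2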
FID counter = fluorescent intercalator displacement, NS3 helicase counter-screen; DNA fluorescent intercalator displacement, fluorescence; inhibition, % at 7.9 µM; 0.17% of 290,000 active; AID 1845; in the data active = inhibition above about 37%;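 note: 0% = vehicle and 100% = reference compound; higher means more ethidium bromide displaced from hairpin DNA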
MEKK2mut PB1 HTS = signal of MEK5 binding to mutant human MEKK2 PB1 domain. percent response, % at 10 µM. bead flow cytometry, Alexa488-MEK5 binding to MEKK2 mutant. 0.35% of 290,000 active; in the data active = percent response above about 24%, passing the limit was not always enough; note: inactives centre near 1; some results filed as inactive read as strong as hits; reference of the scale not given here
NALP1 yeast inh = NALP1 inhibition | AID 2071 | inhibition, % at 10 µM | 0.61% of 280,000 active | S. cerevisiae NALP1/ASC/caspase-1 growth, X-gal OD620, 72 h; in the data active = inhibition mostly above about 24%, no sharp cut-off; inactive = mostly below about 32%; note: some compounds called inactive have numbers as strong as hits
PHOSPHO1 inh = PHOSPHO1 (human) inhibition | Q8TCT1 | recombinant PHOSPHO1, absorbance phosphatase assay | inhibition, % at 13.3 µM | 1.1% of 290,000 active | AID 1565; in the data active = inhibition above about 60%
MEKK2wt PB1 HTS = raises or lowers MEK5 binding to wildtype human MEKK2 PB1 domain; bead flow cytometry, Alexa488-MEK5 binding to MEKK2 WT; actives lie on both sides; binding response (% of control), % at 10 µM; 1.1% of 290,000 active; in the data active = binding response below about 67% or above about 130%
MEKK3 PB1 HTS = MEKK3-MEK5 PB1 interaction, increase or decrease; Q99759; bead-based flow cytometry, Alexa488-MEK5 binding to MEKK3; actives lie on both sides; 0 = blocked by unlabeled MEK5, 100 = vehicle; binding response (% of control), % at 10 µM; 1.4% of 290,000 active;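 active = binding response more than 3 SD above or below the average of its plate-row segment, actives on both sides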;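 note: Alexa488 bead fluorescence after subtracting the streptavidin-only scavenger bead signal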
Target sequence (Q99759 whole entry, looked up): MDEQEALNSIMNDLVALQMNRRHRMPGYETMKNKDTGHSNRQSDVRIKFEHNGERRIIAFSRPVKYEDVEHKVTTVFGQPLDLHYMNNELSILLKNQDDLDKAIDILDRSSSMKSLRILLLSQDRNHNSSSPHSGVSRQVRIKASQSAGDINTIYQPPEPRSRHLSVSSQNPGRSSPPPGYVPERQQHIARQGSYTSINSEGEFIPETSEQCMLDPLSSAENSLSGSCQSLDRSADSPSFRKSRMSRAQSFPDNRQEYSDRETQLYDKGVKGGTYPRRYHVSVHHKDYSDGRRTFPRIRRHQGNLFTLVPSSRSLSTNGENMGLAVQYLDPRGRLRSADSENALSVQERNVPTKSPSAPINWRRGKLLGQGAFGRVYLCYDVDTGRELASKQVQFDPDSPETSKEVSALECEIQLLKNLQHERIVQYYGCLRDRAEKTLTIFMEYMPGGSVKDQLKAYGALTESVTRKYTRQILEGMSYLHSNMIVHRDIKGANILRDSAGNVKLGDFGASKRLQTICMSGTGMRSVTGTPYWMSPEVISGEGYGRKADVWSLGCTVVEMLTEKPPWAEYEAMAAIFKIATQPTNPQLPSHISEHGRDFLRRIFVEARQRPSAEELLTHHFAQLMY
* hit, by the source's call; x = not tested or not shown. The order is random, and some 6.2% of all compounds hit somewhere here.

The first 3 entries, ahead of the listing:
(1) CC(C)C(=O)NNC(=O)c1c(O)c2ccccc2[nH]c1=O
(2) COC(=O)C1CCN(C(=O)CSc2ccccc2)CC1
(3) O=C(NCc1ccco1)c1cccnc1-c1nc2ccccc2s1
assay / entry,1,2,3
GPR7 antag,-7.8,-4.2,-13.0
OXTR ag,-0.4,0.1,-1.5
M18AAP inhibitor,3.4,2.3,30.9*
FID counter,-1.6,-6.7,-7.0
MEKK2mut PB1 HTS,1.0,-1.0,x
NALP1 yeast inh,x,27.0,-2.1
PHOSPHO1 inh,33.4,-8.6,20.8
MEKK2wt PB1 HTS,99.0,101.0,x
MEKK3 PB1 HTS,97.0,100.0,x

The listing, from the first entry:
(1) CC(C)C(=O)NNC(=O)c1c(O)c2ccccc2[nH]c1=O
(2) COC(=O)C1CCN(C(=O)CSc2ccccc2)CC1
(3) O=C(NCc1ccco1)c1cccnc1-c1nc2ccccc2s1
(4) O=C(NCCCN1CCCCCC1)c1ccc(N2CCCC2=O)cc1
(5) COc1ccc(C(=O)N2CCC(C(=O)N3CCN(c4ccccc4)CC3)CC2)cc1
(6) O=c1c(-c2nc3ccccc3s2)cccn1Cc1ccc(Cl)cc1
(7) CCn1c(SCC(=O)c2ccccc2)nc2ccccc2c1=O
(8) O=C(Nc1ccc(F)cc1F)c1cc(=O)n(-c2ccccc2)c(=O)[nH]1
assay / entry,1,2,3,4,5,6,7,8
GPR7 antag,-7.8,-4.2,-13.0,-10.2,-12.9,-14.2,-8.4,-14.5
OXTR ag,-0.4,0.1,-1.5,1.4,0.2,0.3,-2.1,-0.2
M18AAP inhibitor,3.4,2.3,30.9*,-0.3,0.2,1.2,5.9,-9.3
FID counter,-1.6,-6.7,-7.0,1.4,-49.7,-2.3,-14.8,-1.0
MEKK2mut PB1 HTS,1.0,-1.0,x,31.0*,3.0,-2.0,2.0,0.0
NALP1 yeast inh,x,27.0,-2.1,-44.9,0.7,10.2,10.5,-14.8
PHOSPHO1 inh,33.4,-8.6,20.8,-7.3,14.7,23.5,-5.3,-23.2
MEKK2wt PB1 HTS,99.0,101.0,x,193.0*,99.0,100.0,104.0,101.0
MEKK3 PB1 HTS,97.0,100.0,x,108.0,100.0,98.0,112.0,102.0

Limited to MEKK3 PB1 HTS, for some of the entries so far:
#	Molecule	MEKK3 PB1 HTS
4	O=C(NCCCN1CCCCCC1)c1ccc(N2CCCC2=O)cc1	108.0
5	COc1ccc(C(=O)N2CCC(C(=O)N3CCN(c4ccccc4)CC3)CC2)cc1	100.0
6	O=c1c(-c2nc3ccccc3s2)cccn1Cc1ccc(Cl)cc1	98.0
7	CCn1c(SCC(=O)c2ccccc2)nc2ccccc2c1=O	112.0
8	O=C(Nc1ccc(F)cc1F)c1cc(=O)n(-c2ccccc2)c(=O)[nH]1	102.0

Profiles as entered above. Screens in order: GPR7 antag | OXTR ag | M18AAP inhibitor | FID counter | MEKK2mut PB1 HTS | NALP1 yeast inh | PHOSPHO1 inh | MEKK2wt PB1 HTS | MEKK3 PB1 HTS
COc1ccc(C(=O)N2CCC(C(=O)N3CCN(c4ccccc4)CC3)CC2)cc1 is entered as -12.9 | 0.2 | 0.2 | -49.7 | 3.0 | 0.7 | 14.7 | 99.0 | 100.0
O=C(NCCCN1CCCCCC1)c1ccc(N2CCCC2=O)cc1 is entered as -10.2 | 1.4 | -0.3 | 1.4 | 31.0* | -44.9 | -7.3 | 193.0* | 108.0
CCn1c(SCC(=O)c2ccccc2)nc2ccccc2c1=O is entered as -8.4 | -2.1 | 5.9 | -14.8 | 2.0 | 10.5 | -5.3 | 104.0 | 112.0

Carrying on.
(9) CSc1ccc(/C=C(/NC(=O)c2ccco2)C(=O)N2CCCCC2)cc1
(10) Cc1cc(C)c2[nH]c(=O)c(CN(C(=O)C3CCCO3)C3CCCC3)cc2c1 (configuration not stated)
(11) COc1cccc(CN2CCC(Oc3ccc(C(=O)N4CCCCC4)cc3)CC2)c1
(12) CCOC(=O)c1[nH]c2ccc(OC)cc2c1NC(=O)C(C)N1CCSCC1 (configuration not stated)
(13) COC(=O)CSc1snnc1-c1ccc(F)cc1
(14) COc1ccc2cc(S(=O)(=O)N3CCN(C)CC3)ccc2c1
(15) Cc1ccc(NC(=S)NCc2cccs2)c(C)c1
(16) Cc1cccc(C)c1OCC(=O)NCc1ccccc1
assay / entry,9,10,11,12,13,14,15,16
GPR7 antag,-1.0,-8.1,-7.6,-1.3,0.3,-6.7,-10.0,13.9
OXTR ag,0.8,x,0.5,x,-1.2,0.2,-1.6,-1.8
M18AAP inhibitor,3.9,-0.9,-7.7,4.4,-4.5,4.8,-1.0,4.1
FID counter,-46.3,-0.3,4.2,-23.2,0.7,9.8,-3.5,-24.6
MEKK2mut PB1 HTS,3.0,3.0,11.0,-5.0,4.0,-14.0,9.0,0.0
NALP1 yeast inh,6.5,25.9,5.8,11.5,14.6,12.4,-12.8,21.5
PHOSPHO1 inh,2.8,-11.0,19.8,-15.6,8.5,-5.8,10.8,39.4
MEKK2wt PB1 HTS,109.0,107.0,107.0,88.0,101.0,90.0,105.0,102.0
MEKK3 PB1 HTS,106.0,105.0,105.0,89.0,101.0,77.0,104.0,101.0

(17) COc1ccc(-c2noc(-c3ccc(Cl)cc3)n2)cc1
(18) CC(=O)OC(C(=O)NCc1ccc(F)cc1)c1ccccn1 (configuration not stated)
(19) Cc1ccc(NC(=O)CN(C)Cc2c(O)ccc3ccccc23)cc1
(20) CC1=CCC(C(=O)O)C(C(=O)Nc2cccnc2)C1 (configuration not stated)
(21) CC(=O)c1c(C(C)=O)c(C)n(NC(=O)c2ccccc2Cl)c1C
(22) CC(C)(C)C(=O)C(CO)(Oc1ccc(Cl)cc1)n1cncn1 (configuration not stated)
(23) CCc1nc(NCCCN2CCOCC2)c2oc3ccccc3c2n1
(24) CSc1ccccc1NC(=O)Cn1nc([N+](=O)[O-])c(Cl)c1C
assay / entry,17,18,19,20,21,22,23,24
GPR7 antag,-1.1,3.7,-0.3,-8.7,11.7,-8.7,-4.5,7.5
OXTR ag,-0.3,-0.2,-0.3,0.8,0.9,0.3,-0.5,-1.0
M18AAP inhibitor,-2.6,-0.5,3.2,-0.4,11.2,1.1,6.5,0.9
FID counter,1.8,-2.1,6.9,0.4,-2.4,-13.5,7.3,1.8
MEKK2mut PB1 HTS,1.0,2.0,7.0,-1.0,-1.0,-1.0,2.0,-13.0
NALP1 yeast inh,-6.9,13.6,4.7,0.8,-0.7,8.2,1.2,8.8
PHOSPHO1 inh,-0.6,2.3,35.0,-9.5,15.4,-22.1,-6.7,32.4
MEKK2wt PB1 HTS,111.0,97.0,104.0,98.0,97.0,98.0,105.0,85.0
MEKK3 PB1 HTS,104.0,98.0,103.0,101.0,99.0,97.0,99.0,94.0

(25) COc1ccc(NC2=NCC(=O)N2c2ccccc2F)c(OC)c1
(26) Nc1ccccc1SCc1cn2ccccc2n1
(27) O=C(CN1C(=O)COc2ccccc21)NCCCN1CCCC1
(28) COc1cc(-c2nn3c(C4CCCCC4)nnc3s2)cc(OC)c1OC
(29) Cc1cccc(NC(=O)C2COc3ccccc3O2)c1 (configuration not stated)
(30) CC1Cc2ccccc2N1C(=O)CN1CCC(C(N)=O)CC1 (configuration not stated)
(31) CCOc1ccc(N/C(N)=N/c2nc(CSc3nnc(C)s3)cc(=O)[nH]2)cc1
(32) O=C(Cn1cnc2cc([N+](=O)[O-])ccc2c1=O)N(Cc1ccccc1)C1CCS(=O)(=O)C1 (configuration not stated)
assay / entry,25,26,27,28,29,30,31,32
GPR7 antag,-13.7,-15.2,-8.8,-12.1,14.2,-9.1,-1.6,3.2
OXTR ag,0.1,-1.5,0.7,-1.2,-2.0,0.5,1.3,0.1
M18AAP inhibitor,1.8,-6.0,4.9,3.4,-10.2,-7.6,-6.1,-0.6
FID counter,-2.6,2.4,-11.3,-5.6,-11.0,3.5,-6.7,6.4
MEKK2mut PB1 HTS,10.0,0.0,3.0,8.0,5.0,-27.0,-2.0,-19.0
NALP1 yeast inh,14.1,34.0,-3.4,25.3,9.4,-12.0,38.6*,5.6
PHOSPHO1 inh,-13.9,-3.4,35.5,46.2,x,32.5,28.5,-3.9
MEKK2wt PB1 HTS,108.0,101.0,107.0,101.0,102.0,66.0,102.0,81.0
MEKK3 PB1 HTS,105.0,99.0,103.0,100.0,104.0,62.0,100.0,78.0

(33) CCC(C)NC(=O)c1ccc(CNS(=O)(=O)c2ccc3c(c2)C(C)(C)C(=O)N3C)cc1 (configuration not stated)
(34) CCCOc1ccccc1/C=C(\C#N)C(=O)Nc1cccnc1
(35) CCOc1ncccc1C(=O)OCC(=O)N(CC(C)C)C1CCS(=O)(=O)C1 (configuration not stated)
(36) CC(=O)Nc1c(C(N)=O)oc2ccc(Cl)cc12
(37) CCN(c1ccccc1C(=O)O)S(=O)(=O)c1cccc2nsnc12
(38) O=C(c1cccs1)N1CCCN(c2ncnc3scc(-c4ccccc4)c23)CC1
(39) CSCCNCc1c(C(=O)N2CCOCC2)nc2c(C)cccn12
(40) O=c1cc(O)c2ccccc2[nH]1
assay / entry,33,34,35,36,37,38,39,40
GPR7 antag,-1.9,-2.2,-0.9,-11.3,28.6,-3.7,-0.1,0.7
OXTR ag,-0.1,-1.1,1.9,1.0,0.0,-2.5,1.5,0.8
M18AAP inhibitor,0.0,5.3,-8.3,2.2,-4.4,-3.6,-11.5,19.7
FID counter,-32.9,-2.0,-20.8,-3.5,-3.5,-36.7,1.6,-1.7
MEKK2mut PB1 HTS,0.0,-24.0,-3.0,1.0,1.0,-7.0,-10.0,2.0
NALP1 yeast inh,11.5,4.2,19.7,x,27.6,10.1,-1.5,3.3
PHOSPHO1 inh,25.4,-3.6,-3.2,22.5,37.3,37.7,27.9,35.7
MEKK2wt PB1 HTS,98.0,85.0,95.0,98.0,98.0,93.0,91.0,101.0
MEKK3 PB1 HTS,97.0,85.0,95.0,104.0,101.0,99.0,103.0,102.0

(41) COc1ccc(S(=O)(=O)N2CCCC(C(=O)NCCCn3ccnc3)C2)cc1OC (configuration not stated)
(42) COc1ccccc1C(=O)Nc1ccnn1C1CCN(Cc2cnc(N(C)C)s2)CC1
(43) CCCC/C=C/C(NC(=O)CCc1ccccc1)c1ccccc1 (configuration not stated)
(44) O=C1C(=O)N(CCO)C(c2cccc(F)c2)/C1=C(\O)c1ccc(Cl)cc1 (configuration not stated)
(45) COCCn1c(N)c(N(Cc2ccccc2)C(=O)c2ccc(C#N)cc2)c(=O)[nH]c1=O
(46) CC(C)CCNC(=O)NC(=O)CN1C(=O)NC2(CCCCC2)C1=O
(47) O=C(O)c1cc(N/N=C/c2ccc3c(c2)OCO3)ccc1Cl
(48) CC(C)Cn1cnc2c(=O)oc3ccccc3c21
(49) Cc1sc(NC(=O)C2C3C=CC(C3)C2C(=O)O)c(C(N)=O)c1-c1ccc(C(C)C)cc1 (configuration not stated)
assay / entry,41,42,43,44,45,46,47,48,49
GPR7 antag,-7.9,-7.1,0.7,-1.1,-11.8,23.8*,-17.1,1.9,-8.2
OXTR ag,-0.5,-1.3,-2.2,0.9,0.4,-0.8,1.2,0.0,-0.7
M18AAP inhibitor,0.2,-1.6,-6.8,-12.2,2.0,-4.8,19.3,-3.7,4.2
FID counter,3.1,-5.9,-22.2,-15.6,-4.8,-22.3,-11.7,-7.8,-29.5
MEKK2mut PB1 HTS,-4.0,5.0,2.0,x,-10.0,-2.0,2.0,-5.0,-2.0
NALP1 yeast inh,5.7,13.5,31.1,1.7,-5.9,6.4,9.1,6.9,10.4
PHOSPHO1 inh,21.7,22.6,6.0,-9.1,-4.6,-4.2,10.8,13.0,2.1
MEKK2wt PB1 HTS,96.0,106.0,102.0,x,92.0,102.0,102.0,100.0,93.0
MEKK3 PB1 HTS,103.0,100.0,98.0,x,102.0,101.0,104.0,97.0,93.0
